miR122 inh – inhibitors of miR-122 in Huh7 cells; Huh7 miR-122 Renilla luciferase sensor, 48 h; neutral wells = 0, positive control = 100; activation (reporter increase), % at 12.5 µM; 340,000 tested, 0.3% active; AID 602342;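 active = mean replicate activation score at least 90 and every replicate individually at or above 90; inconclusive = only one of the two criteria met; inactive = neither criterion met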;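 also: higher luciferase means less miR-122 activity so hits act as miR-122 inhibitors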
LGR2 inh – inhibitors of bursicon-induced Drosophila LGR2 receptor cAMP signaling | inhibition, % at 9.99 µM | 380,000 tested, 0.35% active | AID 720647 | HEK293 LGR2, CRE-luciferase, bursicon-stimulated, 4 h;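 active = drop in luminescence signal, shown as inhibition above about 50% in the replicate tests, limit read from the data, passing the limit was not always enough; inconclusive = probably only some replicates passing the limit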;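 also: agonist challenge used bursicon conditioned medium at about half maximal strength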
Cneo AK release – causes C. neoformans cell lysis. adenylate kinase release luminescence, 4 h; normalised: neutral wells 0, clomiphene wells 100. lysis activity, % at 15 µM. 360,000 tested, 0.2% active;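 active = mean lysis activity across replicates of at least 80%, whatever share of replicates individually reach that level; inactive = mean lysis activity below 80%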
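Material: C. neoformans cells; Schedule: 4 h static compound exposure, 37 °C, read 1 h post-reagent; Measured by: adenylate kinase release luminescence; Read-out: signal increase indicating cell lysis; Controls: Clomiphene as positive lysis control.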
FN deposition inh – fibronectin deposition inhibition | AH1F fibroblasts, Alexa488-fibronectin deposition fluorescence, overnight | 350,000 tested, 0.086% active | inhibition, % at 12.6 µM | AID 743247;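 active = mean inhibition across replicates of 30% or more, regardless of how many single replicates reach that level; inconclusive = mean under 30% yet at least half of replicates reach 30%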;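 also: positive control wells lacked labelled fibronectin entirely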
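Test system: AH1F fibroblast monolayer depositing Alexa488-labelled fibronectin into matrix. Input: 10000 cells per well. Technique: fluorescence, ex 485 nm, em 525 nm. Buffer or medium: DMEM plus 2% serum, read in PBS. Timing: 1 h cell adhesion before compound, then overnight fibronectin incubation. Compound: single dose, pinned. Read-out basis: inhibition from reduced deposited-fibronectin fluorescence.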
PGC1a acetyl inh – PGC1a acetylation modulation, inhibitor mode; U2OS PGC1a acetylation, AlphaScreen anti-acetyl-lysine; with virally co-expressed GCN5 acetyltransferase; inhibition, % at 15.6 µM; 350,000 tested, 0.17% active;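 active = every replicate shows inhibition of at least 40%; inconclusive = mean inhibition at least 40% but some replicate below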;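 also: 0% = neutral control wells and 100% = positive control wells; some results beyond the cut were filed as inactive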
Casp6 inh – caspase-6 (human) enzyme inhibition; purified caspase-6, Z-VEID-R110 cleavage fluorescence; inhibition, % at 12.5 µM; 350,000 tested, 0.53% active; AID 686996;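 active = mean inhibition across replicates at least about 35%, with every replicate also reaching that limit, limit read from the data; inconclusive = only one of the two criteria met; inactive = neither criterion met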;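 also: 0% = median of neutral control wells and 100% = no fluorescence left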
Target sequence (P55212 24-179 limits assumed): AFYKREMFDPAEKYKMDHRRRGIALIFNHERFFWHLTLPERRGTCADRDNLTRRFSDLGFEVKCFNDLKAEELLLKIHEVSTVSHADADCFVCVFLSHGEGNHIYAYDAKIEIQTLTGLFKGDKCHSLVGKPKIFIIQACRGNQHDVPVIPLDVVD
Target sequence (P55212 194-293 limits assumed): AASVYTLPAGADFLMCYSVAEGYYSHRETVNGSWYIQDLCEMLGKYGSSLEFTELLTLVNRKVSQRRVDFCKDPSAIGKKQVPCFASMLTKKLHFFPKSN
EWS-Fli inh – inhibitors of EWS/Fli oncoprotein transcriptional activity; A673 NR0B1-luciferase reporter, viability-normalised; inhibition, % at 12.6 µM; 350,000 tested, 0.67% active; AID 651661;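 active = mean inhibition of at least 50% after viability correction, with every replicate also passing that limit; inconclusive = mean reaches 50% but only one of two replicates passes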;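 also: firefly luciferase signal divided by Alamar Blue viability fluorescence both relative to DMSO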
PAX8 reporter – lowers PAX8-driven luciferase in RMG-I cells; RMG-I TPO-luciferase reporter, SteadyGlo, 24 h; inhibition, % at 12.6 µM; 360,000 tested, 1.2% active; AID 652154;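 active = mean replicate inhibition at least 60% with every replicate also reaching 60%; inconclusive = only one of the two criteria is met; inactive = mean below 60% and not all replicates reaching 60%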;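 also: luciferase light reporting Pax8 driven TPO promoter activity; plate controls were median of neutral control wells for no effect and mitoxantrone controls for full effect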
* hit, by the source's call; ? = inconclusive; . = no result given; [ ] = dose if it differs, or a comment.

SMILES	miR122 inh	LGR2 inh	Cneo AK release	FN deposition inh	PGC1a acetyl inh	Casp6 inh	EWS-Fli inh	PAX8 reporter
CC(C)=CCC/C(C)=C/CNC(=O)C[C@H]1C[C@H](C(=O)N2CCCCC2)[C@@]2(C)c3[nH]c4ccc(Cl)cc4c3CCN2C1=O	6	-27	1	-5	0	-3	6	-1
O=C(NC(Cc1c[nH]c2ccccc12)C(=O)OCC(=O)c1cccc2ccccc12)c1cccs1 (centres undefined)	5	-2	.	-1	6	.	.	13
Cc1ccc(NC(=O)Nc2ccc3c(c2)C(=O)OC3)cc1Cl	-4	-15	-1	-7	3	-2	-34	-24
CC(C)(C)C(=O)Nc1ccccc1C(=O)NCc1cccnc1	-4	.	0	0	-15	-1	9	20
COc1ccc(C(=O)OCC(=O)Nc2ccc(Cl)c(C(F)(F)F)c2)c(OC)c1OC	0	2	-1	.	.	0	73*	-7
Cc1ccc(OCC(=O)Nc2ccc3c(c2)nc(CCN2CCCCC2)n3C)cc1	0	4	-8	-14	-4	-26	-5	8
O=C(Nc1ccc(Cl)c(S(=O)(=O)N2CCOCC2)c1)c1cc(=O)[nH]c2ccccc12	8	18	0	-4	-11	4	1	21
COc1cccc(OC)c1-c1nn(-c2ncc(C(F)(F)F)cc2Cl)c(=O)o1	-3	.	-1	-11	8	2	-3	6
Nc1nc(CSC(=S)N2CCN(c3ccccc3)CC2)nc(Nc2ccc(F)cc2)n1	.	-6	0	0	.	.	.	5
O=C1C(=Cc2cccs2)CCc2ccccc21	.	-1	.	10	.	-4	-15	-117
CC1=CN2C(=N)/C(=C/c3ccc([N+](=O)[O-])o3)C(=O)N=C2S1	.	?	.	-1	.	37*	56*	14
C[C@H]1CN([C@@H](C)CO)C(=O)CCCn2nncc2CO[C@H]1CN(C)Cc1cccnc1	0[16.7 µM]	-4	-6	1	2	-3	-9	.
C=CCOc1nc2sc(C)c(C)c2c(=O)n1-c1ccccc1	-2	-11	-1	-10	.	-2	9	14
CCS(=O)(=O)c1ccc(S(=O)(=O)CC)s1	-2	.	0	.	6	.	.	-18
O=C(Cc1ccc(F)cc1)NCC1CCCO1 (centres undefined)	.	4	1	-13	9	2	-5	5
CO[C@@H]1CN(C)C(=O)c2ccc(NC(=O)c3nc4ccccc4s3)cc2OC[C@@H](C)NC[C@@H]1C	.	1	-1	0	-26	-4	-9	.
CCc1ccc(-c2nc(SCC(=O)NC3CCCC3)n[nH]2)cc1	4	2	4	8	-11	5	.	-10
Cc1ccc(S(=O)(=O)N(C)C)cc1NC(=O)COC(=O)c1cccs1	-3	14	13	-3	12	-2	0	9
CCN(CC)C(=O)[C@H]1C[C@@H]2[C@H](C[C@@H](c3ccccc3)[C@H]1C)N(c1ccc(F)cc1)C(=O)N2CCCOc1ccccc1	.	15	.	-2	.	-3	-12	-3
Cc1ccc(S(=O)(=O)N(C)C[C@@H]2Oc3ccc(NC(=O)C4CCCCC4)cc3C(=O)N([C@H](C)CO)C[C@H]2C)cc1	-4[16.7 µM]	7	1	.	.	0	5	-11
CCC(=O)Nc1sc(C(=O)N2CCCCC2)c(C)c1C#N	0	3	10	.	4	2	-4	.
C/C(=N\NC(=O)c1ccc([N+](=O)[O-])cc1)c1cc2ccccc2oc1=O	-5	-19	0	3	.	.	.	9
C[C@H]1CN([C@@H](C)CO)S(=O)(=O)c2ccc(C3=CCCCC3)cc2O[C@H]1CN(C)S(=O)(=O)c1cn(C)cn1	0[16.7 µM]	-6	-3	.	-12	-2	-6	-3
CCCN(Cc1nnc(-c2cccs2)o1)C(=O)c1cccc(S(=O)(=O)N2CCOCC2)c1	-6	-17	15	9	-3	1	4	6
COC(CNC(=O)C1CCN(S(=O)(=O)c2ccc3nc4c(c(C(=O)O)c3c2)CC(C)CC4)CC1)OC (centres undefined)	-7	5	0	-13	-14	20	.	11

A draw from above in order of length of the SMILES, ascending:
SMILES	miR122 inh	LGR2 inh	Cneo AK release	FN deposition inh	PGC1a acetyl inh	Casp6 inh	EWS-Fli inh	PAX8 reporter
O=C(Cc1ccc(F)cc1)NCC1CCCO1 (centres undefined)	.	4	1	-13	9	2	-5	5
CCS(=O)(=O)c1ccc(S(=O)(=O)CC)s1	-2	.	0	.	6	.	.	-18
CC(C)(C)C(=O)Nc1ccccc1C(=O)NCc1cccnc1	-4	.	0	0	-15	-1	9	20
Cc1ccc(NC(=O)Nc2ccc3c(c2)C(=O)OC3)cc1Cl	-4	-15	-1	-7	3	-2	-34	-24
CCc1ccc(-c2nc(SCC(=O)NC3CCCC3)n[nH]2)cc1	4	2	4	8	-11	5	.	-10
Cc1ccc(S(=O)(=O)N(C)C)cc1NC(=O)COC(=O)c1cccs1	-3	14	13	-3	12	-2	0	9
Nc1nc(CSC(=S)N2CCN(c3ccccc3)CC2)nc(Nc2ccc(F)cc2)n1	.	-6	0	0	.	.	.	5
CC1=CN2C(=N)/C(=C/c3ccc([N+](=O)[O-])o3)C(=O)N=C2S1	.	?	.	-1	.	37*	56*	14
COc1ccc(C(=O)OCC(=O)Nc2ccc(Cl)c(C(F)(F)F)c2)c(OC)c1OC	0	2	-1	.	.	0	73*	-7
CCCN(Cc1nnc(-c2cccs2)o1)C(=O)c1cccc(S(=O)(=O)N2CCOCC2)c1	-6	-17	15	9	-3	1	4	6
O=C(Nc1ccc(Cl)c(S(=O)(=O)N2CCOCC2)c1)c1cc(=O)[nH]c2ccccc12	8	18	0	-4	-11	4	1	21
COC(CNC(=O)C1CCN(S(=O)(=O)c2ccc3nc4c(c(C(=O)O)c3c2)CC(C)CC4)CC1)OC (centres undefined)	-7	5	0	-13	-14	20	.	11
C[C@H]1CN([C@@H](C)CO)S(=O)(=O)c2ccc(C3=CCCCC3)cc2O[C@H]1CN(C)S(=O)(=O)c1cn(C)cn1	0[16.7 µM]	-6	-3	.	-12	-2	-6	-3
CC(C)=CCC/C(C)=C/CNC(=O)C[C@H]1C[C@H](C(=O)N2CCCCC2)[C@@]2(C)c3[nH]c4ccc(Cl)cc4c3CCN2C1=O	6	-27	1	-5	0	-3	6	-1
CCN(CC)C(=O)[C@H]1C[C@@H]2[C@H](C[C@@H](c3ccccc3)[C@H]1C)N(c1ccc(F)cc1)C(=O)N2CCCOc1ccccc1	.	15	.	-2	.	-3	-12	-3

Next part.
SMILES	miR122 inh	LGR2 inh	Cneo AK release	FN deposition inh	PGC1a acetyl inh	Casp6 inh	EWS-Fli inh	PAX8 reporter
CC(C)Cn1c(=S)[nH]c2cc(C(=O)O)ccc2c1=O	.	0	2	0	-8	-2	0	-7
CCc1ccc2nc(SCC(=O)Nc3nnc(C)s3)c(C)cc2c1	.	-10	.	.	0	-4	7	15
N#C/C(=C\c1ccc(C(=O)O)cc1)S(=O)(=O)c1cc(Br)ccc1Br	.	7	.	9	.	5	7	0
CSc1ccccc1OCc1cc(C(=O)N(C)C2CCCc3ccccc32)no1 (centres undefined)	1	-12	2	3	-10	-3	.	-8
CCNC(=O)[C@H]1[C@H](CO)[C@H]2Cn3c(ccc(-c4ccccc4)c3=O)[C@H]2N1Cc1cc(F)ccc1F	1[16.7 µM]	-4	2	.	.	2	-2	.
OC[C@@H]1CC[C@@H]2O[C@H](CCc3ccc(C#Cc4ccccc4)cc3)[C@@H](n3cc(-c4ccccc4)nn3)C[C@@H]2O1	.	.	.	.	-3	2	-5	23
COc1ccc(NC(=O)CSc2ccc3c(c2)OCCO3)cc1S(N)(=O)=O	-6	-16	.	-5	-3	1	-13	.
O=C(N1CCN(Cc2ccc3c(c2)OCO3)CC1)C(Cl)(Cl)Cl	-4	-2	-1	1	12	0	-3	9
Cc1cccc(CSCCNC(=O)CCSc2ccccc2)c1	-20	.	1	3	.	-1	11	12
N#C/C(=C\c1c(N2CCCCCC2)nc2ccccn2c1=O)C(=O)NCc1ccco1	.	-23	.	3	.	7	6	-7
Cc1ccccc1/C=N/Nc1nc2ccccc2c(=O)n1O	.	-22	.	-6	.	-3	-56	-29
COc1ccc(CNC(=O)COC(=O)c2cc3ccccc3cc2O)cc1OC	.	2	0	.	.	-1	0	-10
CC1(C)CC(=O)C=C(Nc2ccc(O)cc2)C1	-1	11	-1	8	.	4	3	15
COc1ccc2c3c(n(C)c2c1)[C@H](CO)N(C(=O)c1cnccn1)CC31CCN(C(=O)c2ccncc2)CC1	.	-5	.	.	-2	3	-6	.
CCN1C(=O)[C@H]2[C@@H](c3ccc(-c4cccc(Cl)c4)c(OC)c3)N[C@@](Cc3ccccc3)(C(=O)OC)[C@H]2C1=O	-9	-7	6	2	4	2	12	-17
CC(=O)N1c2ccc(S(=O)(=O)N3c4ccccc4CC3C)cc2CC1C (centres undefined)	9	2	4	6	-17	-1	6	-5
CC(=NNc1ccc([N+](=O)[O-])cn1)c1ccc(N)cc1	.	-68	-1	-3	4	2	-111	-161
C[C@@H]1CCCCO[C@H](CN(C)CC2CC2)[C@@H](C)CN([C@@H](C)CO)C(=O)c2cc(NS(=O)(=O)c3ccc(Cl)cc3)ccc2O1	-11[16.7 µM]	-5	1	.	3	0	1	-1
O=C(NCC(=O)N(Cc1cccs1)C(C(=O)NC1CCCCC1)c1ccncc1)c1ccco1 (centres undefined)	-2	.	0	.	7	3	.	.
CNc1ncnc2c1ncn2[C@H]1CN(Cc2ccccc2)C[C@@H](CO)O1	-4	4	-2	-2	-5	1	-22	-10
COCCCNC(=O)CCc1nc2cccnc2n1Cc1ccc(OC)cc1	0	5	7	-10	16	.	.	.
CO[C@@H]1CN(C)C(=O)c2ccc(NC(=O)Nc3ccccc3)cc2OC[C@H](C)N(C(=O)CC2CC2)C[C@@H]1C	-10[16.7 µM]	1	1	-14	-9	2	4	.
CN(C)c1ccc(CN(C(=O)COc2ccc(F)cc2)C2CCS(=O)(=O)C2)cc1 (centres undefined)	-9	.	.	.	-5	11	1	.
CCOC(=O)c1c(CSc2ccc(C)cc2)n(C)c2cc(Br)c(O)c(CN(C)C)c12	10	35	8	3	-19	-4	2	31
COC(=O)COc1ccccc1C(=O)Nc1ccc(OC)cc1	.	-1	.	-15	.	7	0	6

(list continues)
SMILES	miR122 inh	LGR2 inh	Cneo AK release	FN deposition inh	PGC1a acetyl inh	Casp6 inh	EWS-Fli inh	PAX8 reporter
C=CCC1(CC=C)CCCN1C(=O)CC1C(=O)NCCN1Cc1cccc(OC)c1 (centres undefined)	-5	29	9	-7	3	0	2	19
COC(=O)C[C@H]1CC[C@H]2[C@H](COc3ccc(NC(=O)c4ccccc4)cc3C(=O)N2C)O1	3[16.7 µM]	-7	2	-4	5	-1	-16	-7
CSc1cccc(NC(=O)N2CCc3ccc(NC(=O)c4ccccn4)cc3C2)c1	.	-55	-8	-6	-20	.	-78	-119
CN1C(=O)c2cc(NC(=O)C3CC3)ccc2OC[C@@H]2O[C@H](CC(=O)NCCN3CCCC3)CC[C@@H]21	2[16.7 µM]	13	-1	.	5	-2	-3	-11
CCCC(=O)N1CCCC(c2cc(C(=O)NCc3ccc(F)cc3)no2)C1 (centres undefined)	2	-11	-2	.	-1	1	-1	6
CO/N=C/c1cc([N+](=O)[O-])ccc1Sc1ccc(C)cc1	7	.	-1	-1	5	.	.	14

Bioassay records from PubChem.
